Compound activity (PubChem)
Epigenetic reg – regulators of epigenetic silencing causing reporter derepression in mouse cells; actives 0.2% (n = 280,000); Potency, µM (titrated, usually from 53.9 µM), inactives show at the top dose GFP activation, usual class: activators; murine LDR cells, GFP reporter derepression, 30 h; further: % of control where 0% means no effect; nearly all actives have a fitted effect of over 60% in size
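Murine LDR cells bearing a silenced CMV-driven GFP reporter were exposed to compound for 30 h at 37 C. After PBS washes, GFP-positive cells (20-120 um objects) counted by laser-scanning microplate cytometry.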
KinaseGlo FLuc – counter-screen: inhibitors of Kinase-Glo firefly luciferase | Q27757 | Kinase-Glo luciferase, ATP luminescence, 8 min | Potency, µM (doses to about 38.3 µM), without a hit: top-dose activity change, negative = inhibition, usual class: inhibitors | actives 0.28% (n = 200,000) | AID 1379; further: on the % scale 0 is the no-effect control and ±100 the full control effect; nearly all actives have a fitted effect of over 60% in size
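Light output from Kinase-Glo luciferase with luciferin and 10 uM ATP in 50 mM imidazole pH 7.2, KCl, MgCl2, Tween 20, BSA; compound pin-delivered, 8-min ambient incubation, then luminescence read.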
KDM4E inh – blocks human JMJD2E demethylase activity; JMJD2E catalytic domain, FDH-coupled NADH fluorescence (FDH is formaldehyde dehydrogenase); Potency, µM (top dose mostly 57.1 µM), for inactives: at the top dose activity change, negative = inhibition, actives largely listed as inhibitors; actives 1.6% (n = 230,000); active means well fitted inhibition curve with a large enough effect, not every such curve was filed as active; inconclusive means small, poorly fitted or top-dose-only effect, or another doubt; inactive means no such curve, though single readings can be large or run the other way;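 further: 0% = wells with enzyme and -100% = buffer wells without enzyme; nearly all actives have a fitted effect of over 50% in size; many of its hits are not listed in these tables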
Target sequence (B2RXH2 1-337 limits assumed): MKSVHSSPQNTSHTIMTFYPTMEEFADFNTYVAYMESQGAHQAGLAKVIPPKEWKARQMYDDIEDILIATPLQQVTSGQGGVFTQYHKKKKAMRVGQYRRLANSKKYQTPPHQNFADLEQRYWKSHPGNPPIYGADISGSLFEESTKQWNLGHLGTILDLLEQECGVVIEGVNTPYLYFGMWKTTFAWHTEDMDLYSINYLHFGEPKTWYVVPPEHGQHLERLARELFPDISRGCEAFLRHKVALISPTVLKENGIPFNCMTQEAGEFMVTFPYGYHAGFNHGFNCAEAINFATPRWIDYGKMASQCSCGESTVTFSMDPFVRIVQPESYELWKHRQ
IMPase Li inh – membrane-permeable IMPase blocker, potentiated with lithium; actives 0.35% (n = 210,000); CHO-M1 cells, IP1 TR-FRET (IP-One), carbachol + lithium; Potency, µM (doses to about 59.4 µM), for the others: at the top dose activity, negative = IMPase inhibition, actives largely listed as inhibitors;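 further: IP1 builds up when IMPase is blocked and the TR-FRET signal falls; plate controls were basal vehicle for no effect and high inhibitor control for full effect; nearly all actives have a fitted effect of over 50% in size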
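Test compounds were applied to CHO-M1 cells previously cultured for 16–30 h at 2000 per well. A small lithium amount accompanied them; after 30 min at 37C, IP1 was quantified by TR-FRET.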
RGS12 GoLoco inh – blocks human Gai1 binding to RGS12 GoLoco peptide, red readout; P63096; Gai1:RGS12 GoLoco peptide FP, rhodamine, 10 min; Potency, µM (top dose mostly 61.6 µM), for inactives: top-dose activity, negative = inhibition, most hits filed as inhibitors; actives 0.44% (n = 230,000); AID 880; active means well fitted inhibition curve with a large enough effect, not every such curve was filed as active; inactive means no such curve, though single readings can be large or run the other way; further: on the % scale 0 is the no-effect control and ±100 the full control effect; nearly all actives have a fitted effect of over 30% in size; many of its hits are not listed in these tables
Target sequence (P63096 whole entry, looked up): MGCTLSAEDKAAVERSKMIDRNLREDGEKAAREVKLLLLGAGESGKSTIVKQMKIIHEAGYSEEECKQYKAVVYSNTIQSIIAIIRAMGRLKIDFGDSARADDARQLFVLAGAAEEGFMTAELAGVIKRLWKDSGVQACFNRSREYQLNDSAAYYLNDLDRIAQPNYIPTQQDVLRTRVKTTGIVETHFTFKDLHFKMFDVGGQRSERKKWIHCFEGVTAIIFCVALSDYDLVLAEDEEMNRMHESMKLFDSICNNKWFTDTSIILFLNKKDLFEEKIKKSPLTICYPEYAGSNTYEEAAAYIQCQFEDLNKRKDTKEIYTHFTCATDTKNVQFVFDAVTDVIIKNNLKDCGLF
SMN2 splice enh – SMN2 splice variant enhancement. actives 2.8% (n = 210,000). Potency, µM (series often up to 46.1 µM), without a hit: at the top dose activity change, positive = activation, most hits filed as activators. HEK293 SMN2-luciferase splicing reporter, luminescence, 30-36 h; further: % of control where 0% means no effect; nearly all actives have a fitted effect of over 55% in size
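HEK293 cells carry an SMN2 […]–luciferase reporter in which exon 7 inclusion puts luciferase in frame. Cells were plated 10-12 h before compound addition, then incubated 30-36 h at 37C. ONE-Glo luminescence was read; sodium butyrate at 4.5 mM final served as control.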
RECQ1 inh – blocks DNA unwinding by human RECQ1; P46063; RECQ1 DNA unwinding, red fluorescence kinetic read; Potency, µM (titrated, usually from 57.3 µM), inactives show top-dose activity, negative = inhibition, hits mostly inhibitors; actives 0.54% (n = 240,000); AID 2549;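 further: plate controls were vehicle for no effect and no enzyme for full effect; nearly all actives have a fitted effect of over 30% in size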
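50 nM RECQ1T1 preincubated 15 min with compound in Tris pH 8.0 buffer with MgCl2, DTT, Tween-20 and 2.5 ug/ml poly(dI-dC); started with 200 nM TAMRA/BHQ-2 forked duplex and 2 mM ATP. Unwinding read as fluorescence (525/598 nm), two reads 2 h apart.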
NPSR antagonist – antagonists of human neuropeptide S receptor cAMP signaling. AID 1461. Q6W5P4. actives 1% (n = 220,000). Potency, µM (top dose mostly 38.3 µM), for inactives: at the top dose activity change, negative = inhibition, hits mostly inhibitors. CHO-NPSR cells, cAMP TR-FRET, antagonist mode; further: on the % scale 0 is the no-effect control and ±100 the full control effect; nearly all actives have a fitted effect of over 50% in size; many of its hits are not listed in these tables
Target sequence (Q6W5P4 whole entry, looked up): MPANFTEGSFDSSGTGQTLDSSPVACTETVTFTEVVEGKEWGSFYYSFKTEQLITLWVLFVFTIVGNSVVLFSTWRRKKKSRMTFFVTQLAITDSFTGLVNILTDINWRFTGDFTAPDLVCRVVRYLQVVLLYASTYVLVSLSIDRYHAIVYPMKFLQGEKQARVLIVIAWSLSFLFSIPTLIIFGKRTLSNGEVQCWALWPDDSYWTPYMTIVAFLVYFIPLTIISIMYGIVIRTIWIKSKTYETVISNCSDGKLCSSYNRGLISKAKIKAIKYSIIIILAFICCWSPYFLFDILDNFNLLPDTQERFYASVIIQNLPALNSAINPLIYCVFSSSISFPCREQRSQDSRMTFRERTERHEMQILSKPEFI
Numbers without * were called inactive; i = inactive; ? = inconclusive; nt = no result given; & = joins results of further samples; [ ] = dose if it differs, or a comment. Unless noted, the call rests on the fitted dose curve; in most records, active means well fitted curve in the direction sought with a large enough effect; inconclusive means small, poorly fitted or top-dose-only effect, or another doubt; inactive means no such curve, though single readings can be large; an effect the other way counts as inactive or inconclusive. Potency means the concentration at half of the fitted maximal effect. Some of the compounds tested; count on the stated rates, not on these rows.

SMILES	Epigenetic reg	KinaseGlo FLuc	KDM4E inh	IMPase Li inh	RGS12 GoLoco inh	SMN2 splice enh	RECQ1 inh	NPSR antagonist
CC(C)[C@H](NC(=O)c1ccco1)C(=O)OCC(=O)Nc1ccccc1OC(F)F	-1.4%	-2%	3%	5%	7%	2%	-16%	-4%
CCn1cnc2c1c(=O)n(CC(=O)NCc1ccccc1)c(=O)n2Cc1ccccc1	-0.4%	-1%	1%	0%	-3%	23%	-1%	10%
CC(/C=N/NC(=O)c1cc(-c2cccn2C)n[nH]1)=C\c1ccccc1	0.0%	nt	2%	nt	9%	nt	-1%	47%
FC(F)Sc1ccc(NC(=S)NCC2CCCCC2)cc1	-0.2%	-2%	9%	17%[38.3 µM]	11%	25%	-16%	-22%[46.1 µM]
Cc1ccc(CN(C(=O)CNC(=O)c2cccs2)C(C(=O)NCC2CCCO2)c2ccccc2)cc1 (stereo unspecified)	0.7%	1%	7%	47%[activator][38.3 µM]	-1%	?	6%	?
COc1ccccc1CNc1ncncc1-c1ccccc1CN(C)C	0.8%	0%	?	8%	3%	-3%	-10%	nt
COc1ccc(NC(=O)c2ccco2)cc1NC(=O)c1ccc(C)cc1	-1.8%	0%	2%	15%[38.3 µM]	-8%	-14%	-12%	-11%[46.1 µM]
CCN(CC)c1ccc(-c2n[nH]c(=S)n2-c2ccccc2)cc1	-1.8%	3%	?	8%	2%	-27%	1%	-44%
COCCNC(=O)c1cc2c3ccccc3n(C)c2s1	-1.1%	0%	?	0%[38.3 µM]	9%	-10%	i	-3%[46.1 µM]
CCn1c(=O)cc(SCC(=O)N2CCN(c3ccccc3OC)CC2)c2ccccc21	-1.0%	nt	0%	nt	nt	nt	-7%	?
CCOC(=O)c1cc(NC(=O)c2cccs2)ccc1N1CCOCC1	0.0%	-3%	6%	9%	7%	nt	-4%	4%
COC(=O)CSC(C)C(=O)Nc1nnc(C(C)C)s1 (stereo unspecified)	5.5%	9%	11%	-2%	-9%	-30%[inhibitor]	-8%	-32%
Cc1ccc(C(=O)c2cncc(Br)c2)cc1	-1.0%	1%	1%	6%[38.3 µM]	10%	18%	i	3%[46.1 µM]
CCOC(=O)C1=C(CNCc2ccccc2Cl)NC(=O)NC1c1ccc2c(c1)OCO2 (stereo unspecified)	0.1%	-1%	-2%	-8%[38.3 µM]	-1%	-18%	-8%	-13%[46.1 µM]
CCOc1ccc(NC(=O)CSC(N)=O)cc1	0.8%	-1%	-1%	-10%[38.3 µM]	8%	-5%	0%	9%[46.1 µM]
Cc1nnc(SCC(=O)NC(=O)NCCC(C)C)s1	-0.3%	2%	0%	3%	4%	7%	i	8%
COc1ccc(S(=O)(=O)N(C)CC(=O)Nc2ccc3c(c2)OCO3)cc1	2.1%	-2%	1%	15%[38.3 µM]	-10%	20%	i	-10%[46.1 µM]
Nn1c(Cc2cccc3ccccc23)nnc1SCCOc1ccc(F)cc1	0.7%	12%	-11%	-3%	12%	-7%	-6%	-18%
COc1ccccc1C1CCN(Cc2c(C)[nH]c3ccccc23)CC1	1.6%	nt	-12%	nt	9%	nt	-8%	11%
CC(C)Oc1ccc(/C=N/NC(=O)C2CCCN2S(=O)(=O)c2ccc(Cl)cc2)cc1 (stereo unspecified)	0.0%	-3%	-2%	-1%[38.3 µM]	3%	-15%	-1%	?
c1csc(CNc2ncnc3ccc(-c4ccc5c(c4)OCO5)cc23)c1	-1.7%	-3%	?	6%	0%	nt	?	nt
O=C(Cn1nc(-c2ccccc2)ccc1=O)NCc1ccc2c(c1)OCO2	0.0%	0%	4%	-13%[38.3 µM]	-3%	-11%	-11%	-6%[46.1 µM]
CC(/C=N/NC(=O)c1cccs1)=C\c1ccccc1	-1.1%	-8%	-2%	-3%	5%	4µM*	-7%	-23%
COc1ccc2[nH]c(=O)c(CN(CC3CCCO3)C(=O)Nc3ccc(F)cc3)cc2c1 (stereo unspecified)	-0.8%	1%	?	18%[38.3 µM]	9%	-114%[inhibitor]	-3%	?
COC(=O)c1ccc(C23CC4(C2)[C@H](CN(Cc2ccc(C(F)(F)F)cc2)[C@@H]4c2ccccc2)C3c2ccccc2)cc1 (stereo partly specified)	-0.2%&-3.6%	0%	?	4%	5%&62%	-33%[inhibitor]	i	10%
CCOC(=O)c1ccc(S(=O)(=O)N2CCN(C(C)=O)CC2)cc1	7.9%	1%	-10%	0%	2%	9%	-15%	5%
O=C(COC(=O)CCN=C1NS(=O)(=O)c2ccccc21)NC1CCCCCCC1	?	nt	1%	nt	2%	nt	18%	17%
Cc1nc2ccc(Cl)cc2c(-c2ccccc2)c1CC(=O)O	-0.9%	-2%	?	-11%	-1%	-8%[1.84 µM]	2%	-1%
CC(=O)NCCNC(=O)C1CCCCN1S(=O)(=O)c1ccccc1 (stereo unspecified)	-1.3%	-1%	-8%	2%	-10%	11%	-1%	6%
O=C1OCCN1C(=O)[C@H]1[C@H](c2ccc(Cl)cc2)C(c2ccccc2)=NN1c1ccc(Br)cc1	2.5%[40.7 µM]	0%[39.9 µM]	nt	-5%	-20%	nt	i	nt
OCC1CCCN(C(=S)Nc2ccc(OC(F)F)cc2)C1 (stereo unspecified)	1.0%	nt	-5%	nt	nt	nt	-5%	10%[46.1 µM]
COC(=O)Nc1nc(-c2ccccc2)c(C(=O)c2ccc(Cl)cc2)s1	-1.0%	-5%	6%	26%[38.3 µM]	2%	12%	i	?
NS(=O)(=O)c1ccc(NC(=O)N[C@@H](Cc2ccccc2)C(=O)O)cc1	-1.0%	2%	-2%	9%	7%	-2%	0%	16%[46.1 µM]
CCOc1ccccc1CNC(=O)c1nn(CC)cc1[N+](=O)[O-]	0.0%	1%	0%	-2%	-1%	9%	i	7%
COc1ccc(-c2nc(-c3ccccc3OC)no2)cc1OC	2.1%	-5%	?	26%[38.3 µM]	7%	?	-4%	?
CNC(=S)Nc1ccc(-c2nc3ccc(C)cc3s2)cc1	0.1%	-2%	?	-11%	-3%	11µM*	i	-36%
CCOc1ccc(-n2ccnc2SCC(=O)Nc2nnc(C)s2)cc1	0.5%	-5%	6%	8%[38.3 µM]	8%	-26%	11%	-9%[46.1 µM]
O=C(CN(c1ccc(Cl)cc1)S(=O)(=O)c1ccccc1)N/N=C/c1ccco1	-1.0%	-5%	-2%	43%[activator][38.3 µM]	14%	nt	9%	-26%[46.1 µM]
O=C(COC(=O)COc1ccc(Cl)cc1)Nc1ccc(F)c([N+](=O)[O-])c1	0.0%	-1%	?	2%	10%	10%	i	3%
O=C1N(Cc2ccccc2F)c2ccccc2C12OCCCO2	2.8%	-2%	5%	-17%[38.3 µM]	15%	2%	-7%	-2%[46.1 µM]
COC(=O)C1=C(O)CSC1=Nc1ccc(C)cc1	-1.3%	-1%	4%	-4%	6%	7%	-9%	10%
CCN(CC)S(=O)(=O)c1ccc(NC2c3ccccc3C(=O)N2CCN2CCOCC2)cc1 (stereo unspecified)	0.1%	4%	1%	37%[activator][38.3 µM]	6%	9%	-2%	16%[46.1 µM]
CC(Sc1nc2cc([N+](=O)[O-])ccc2n1-c1cccc(C(F)(F)F)c1)C(=O)NC(N)=O (stereo unspecified)	1.0%	4%	6%	-9%	11%	-2%	-1%	-23%
Cc1cccc(-c2noc(CCCOc3ccc(Cl)cc3Cl)n2)c1	-0.2%	-3%	5%	15%[38.3 µM]	10%	-8%	8%	-10%[46.1 µM]
Cc1cc(S(=O)(=O)N2CCCC2)ccc1OCC(=O)N1CCC(C(N)=O)CC1	0.0%	0%	13%	-7%	-4%	nt	11%	-15%
Cc1ccc(N2C(=O)CSC2c2ccccn2)cc1Cl (stereo unspecified)	0.0%	0%	3%	12%[38.3 µM]	-19%	-16%	-2%	-7%[46.1 µM]
Cc1cccc(CNc2ccnc(-c3cccnc3)n2)c1	-5.1%	2%	17%	31%[activator]	-7%	-111%[inhibitor]	-8%	nt
CC(=O)Oc1ccc(Cl)cc1/C=C/c1cc(OC(C)=O)c2ccccc2n1	-1.6%	1%	?	-20%	100%[activator]	-21%	-9%	?
C=C1c2cc(C)c(C)cc2NC(=O)N1c1ccccc1	-2.6%	nt	?	nt	7%	nt	14%	-1%[7.67 µM]
COC(=O)C1C2C=CC(C3CC23)C1C(=O)OCC(=O)c1ccccc1 (stereo unspecified)	6.7%	0%	3%	13%[38.3 µM]	2%	-2%	-3%	-7%[46.1 µM]
Cc1cccc(-c2nc(CS(=O)CC(=O)N3CCCCC3)c(C)o2)c1 (stereo unspecified)	0.8%	2%	6%	1%[38.3 µM]	10%	10%	-15%	-9%[46.1 µM]
CCN(CC)c1cccc(OC2=NS(=O)(=O)c3ccccc32)c1	15%	nt	?	nt	nt	nt	?	-16%[46.1 µM]
COc1ccc(N2C(=O)CCC2(C(N)=O)c2ccccc2)cc1 (stereo unspecified)	-0.4%	-1%	8%	2%	7%	3%	10%	3%
O=C(NCc1cccs1)C1CC(c2ccc(F)cc2)=NO1 (stereo unspecified)	-2.1%	0%	-11%	0%	1%	15%	1%	10%
C/C(=N\NS(=O)(=O)c1ccc(Cl)cc1)c1ccc(O)cc1	-1.0%	nt	?	nt	nt	nt	i	-3%[46.1 µM]
CCOc1ccc2nc(NC(=O)c3cnccn3)sc2c1	-1.0%	nt	?	nt	nt	nt	i	0%[46.1 µM]
Cc1ccc(OCCSCc2nnc(NC(=O)Nc3cccc(Cl)c3)s2)cc1	-1.9%	-2%	1%	3%	17%	-64%[inhibitor]	-7%	-33%
O=C(Nc1ccccc1)N1CCCC2(CCNCC2)C1	nt	-5%	nt	0%	-1%	3%	-8%	nt
CC1CCN(C(=O)COC(=O)c2cc(Cl)cc(Cl)c2N)CC1	0.8%	1%	?	4%[38.3 µM]	10%	-21%	i	-14%[46.1 µM]
O/N=C1/CCc2cccc3cccc1c23	-1.0%	3%	-9%	21%[38.3 µM]	11%	nt	-2%	-1%[46.1 µM]
